Assay outcomes from PubChem BioAssay.
GPR151 activ – activators of human GPR151; Q8TDV0; PathHunter beta-arrestin GPR151 cells, luminescence; activation, % at 11.2 µM; actives 1% (n = 650,000); AID 1508602; in the data active = activation above about 4.9%;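 note: 0% = median of compound wells and 100% = cells with positive control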
MITF primary – human MITF inhibition, primary screen | AlphaScreen MITF homodimerization, bead proximity signal | actives 0.91% (n = 650,000) | O75030 | inhibition, % at 2.6 µM; in the data active = inhibition above about 50%;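 note: 0% = vehicle wells with protein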
TEAD-YAP inh – TEAD-YAP interaction inhibition | HEK-TIYL cells, TEAD-Gal4/YAP UAS-luciferase luminescence | inhibition, % at 9.12 µM | actives 1.4% (n = 640,000) | AID 1259422; in the data active = inhibition above about 32%;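 note: 0% = median of test compound wells and 100% = reference inhibitor wells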
FBW7 act – activators of human E3 ligase FBW7. normalized activity (activation), % at 26.1 µM. Q969H0. AID 1259310. AlphaScreen FBW7–phospho-cyclin E peptide binding, activator screen. actives 0.13% (n = 650,000); in the data active = normalized activity above about 1.9%;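 note: purified mutant Fbw7 with reduced substrate affinity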
Target sequence (Q969H0 whole entry, looked up): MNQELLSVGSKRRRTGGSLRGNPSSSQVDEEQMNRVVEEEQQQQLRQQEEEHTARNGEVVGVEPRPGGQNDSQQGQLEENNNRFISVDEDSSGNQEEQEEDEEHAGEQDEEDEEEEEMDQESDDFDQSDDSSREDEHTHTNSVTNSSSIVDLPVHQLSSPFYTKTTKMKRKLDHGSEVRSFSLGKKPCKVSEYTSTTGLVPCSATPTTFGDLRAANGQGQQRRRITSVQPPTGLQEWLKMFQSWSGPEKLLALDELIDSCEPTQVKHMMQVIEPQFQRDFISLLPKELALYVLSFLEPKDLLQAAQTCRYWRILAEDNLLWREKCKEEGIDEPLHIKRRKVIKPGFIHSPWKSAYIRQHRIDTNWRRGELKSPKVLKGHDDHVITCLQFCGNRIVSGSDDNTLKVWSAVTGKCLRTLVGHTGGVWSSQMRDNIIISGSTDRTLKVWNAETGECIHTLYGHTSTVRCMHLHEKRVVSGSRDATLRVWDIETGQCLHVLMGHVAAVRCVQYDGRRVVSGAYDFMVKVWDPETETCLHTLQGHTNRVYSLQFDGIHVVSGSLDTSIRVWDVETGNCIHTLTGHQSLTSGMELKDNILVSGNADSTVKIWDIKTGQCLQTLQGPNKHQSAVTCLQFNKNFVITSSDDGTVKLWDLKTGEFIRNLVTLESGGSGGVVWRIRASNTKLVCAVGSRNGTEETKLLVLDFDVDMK
An asterisk follows results filed as active.

SMILES | GPR151 activ | MITF primary | TEAD-YAP inh | FBW7 act
COC(=O)c1ccc2c(=O)n(CCC3=CCCCC3)c(SCC(=O)c3ccc(Cl)cc3)nc2c1 | -1.6 | 4.6 | -6.6 | 0.6
CC1=NOC(=O)/C1=C/c1ccc(OCc2cccc(F)c2)cc1 | -5.0 | 42.2 | -20.2 | 0.2
Cc1cc(Cl)ccc1NCC(=O)N/N=C/c1cc([N+](=O)[O-])ccc1O | 2.9 | -0.5 | -2.4 | 0.0
CCOC(=O)c1cnc2c(C)c(Cl)ccc2c1Nc1ccccc1OC | 1.7 | -1.6 | -1.2 | 0.0
O=C(Nc1n[nH]c(=S)s1)c1ccccc1C(F)(F)F | -0.7 | 8.9 | 6.7 | 0.2
CC(=O)c1cccc(-c2cnc(Nc3ccc(N4CCOCC4)cc3)c3nccn23)c1 | -0.7 | 16.3 | -7.0 | 0.2
O=C(Nc1cccnc1)c1cccc(Cl)c1Cl | -0.9 | 10.5 | -4.5 | 0.3
O=[N+]([O-])c1cccc(C2C=C(c3ccc(Cl)cc3)Nc3nnnn32)c1 (centres undefined) | 0.6 | 8.6 | 5.9 | 0.0
O=C(NCc1nc(-c2ccccc2)no1)C(Cl)(Cl)Cl | 0.0 | 10.6 | -16.9 | 0.1
CCOc1cc(/C=C2/C(=O)NC(=O)N(c3ccc(OC)cc3)C2=O)cc([N+](=O)[O-])c1O | -1.4 | 9.4 | 3.8 | 0.5
CN1CCN(C(=O)c2ccc(-c3ccco3)nc2N(C)C)CC1 | 0.7 | -0.5 | -8.3 | 0.3
Cc1cc(C)nc(/N=C(\NC(=O)C(C)(C)C)Nc2ccc(F)cc2)n1 | 0.5 | 0.1 | 9.2 | 0.0
O=C(Nc1ccc2c(c1)OCO2)c1cc(-c2ccc(Br)cc2)nc2ccccc12 | -0.7 | 14.4 | 13.3 | 0.1
COc1cccc(/C=N/NC(=O)c2cccnc2)c1 | -0.3 | 0.7 | -5.4 | -0.1
COc1ccc(/C=C(\C#N)c2nc(-c3ccc(C)cc3C)cs2)cc1 | -2.3 | 13.4 | -6.2 | 0.3

Complete entries from above. Order of screens: GPR151 activ | MITF primary | TEAD-YAP inh | FBW7 act
O=C(NCc1nc(-c2ccccc2)no1)C(Cl)(Cl)Cl is listed with 0.0 | 10.6 | -16.9 | 0.1
O=C(Nc1n[nH]c(=S)s1)c1ccccc1C(F)(F)F is listed with -0.7 | 8.9 | 6.7 | 0.2
O=[N+]([O-])c1cccc(C2C=C(c3ccc(Cl)cc3)Nc3nnnn32)c1 (centres undefined) is listed with 0.6 | 8.6 | 5.9 | 0.0
O=C(Nc1cccnc1)c1cccc(Cl)c1Cl is listed with -0.9 | 10.5 | -4.5 | 0.3
CCOC(=O)c1cnc2c(C)c(Cl)ccc2c1Nc1ccccc1OC is listed with 1.7 | -1.6 | -1.2 | 0.0

(more compounds)
SMILES | GPR151 activ | MITF primary | TEAD-YAP inh | FBW7 act
O=C(Nc1ccc(-c2cn3ccccc3n2)cc1)c1ccccc1Cl | 2.9 | 2.2 | -48.1 | 0.1
COc1cccc(CNC(=O)C2C3C=CC4(CN(Cc5ccccc5Cl)C(=O)C24)O3)c1 (centres undefined) | -1.9 | 30.0 | 4.0 | 0.7
Cc1ccc(NC(=O)CN2CCC(C(=O)NCc3cccs3)CC2)cc1 | -0.2 | 113.8* | 1.3 | 0.0
Cc1ccc(-c2ocnc2C(=O)Nc2cc(C)on2)cc1 | 0.1 | 4.8 | -3.0 | 0.0
Cc1cc(C(=O)n2cnc3ccccc32)ccc1[N+](=O)[O-] | 1.1 | -0.5 | 9.4 | -0.3
C=CCN1C(=O)S/C(=C\c2cc(Cl)c(O)c(OCC)c2)C1=O | -0.4 | 17.7 | -3.6 | 0.3
CCc1ccccc1NC(=O)c1cncc(Br)c1 | 2.6 | -5.9 | -0.1 | 0.0
CCOC(=O)N1CCC(NC(=O)c2cc(C(=O)NC3CCCC3)ccc2CO)CC1 | -1.8 | 3.4 | -7.6 | 0.0
Cc1nnc(SC2CC(=O)N(c3ccc(Br)cc3)C2=O)s1 (centres undefined) | -2.2 | 13.9 | 1.3 | 0.8
CCC(Sc1nc2ccsc2c(=O)n1Cc1ccccn1)C(=O)Nc1cccc(OC)c1 (centres undefined) | -1.0 | 14.1 | -6.3 | -0.3
O=C(Cn1cc(C(=O)C(F)(F)F)c2ccccc21)N1CCCCC1 | -1.0 | 12.8 | 0.3 | -0.1
CN1CCN(C(=O)c2ccc(-c3cccc(C(=O)NCCN4CCOCC4)n3)cc2)CC1 | 2.0 | 5.1 | -11.6 | 0.1
CCOC(=O)c1c(-c2cc(C)ccc2C)csc1N | -0.3 | 18.0 | 8.2 | -0.1
COc1ccc(C)cc1S(=O)(=O)NCCN1CCOCC1 | 0.4 | -4.4 | 7.5 | 0.1
Cc1ccc(-c2c(NCc3ccccn3)c(=O)c2=O)cc1 | 2.8 | 16.7 | -17.6 | 0.1

Two of these compounds, reformatted:
SMILES: COc1ccc(C)cc1S(=O)(=O)NCCN1CCOCC1
  GPR151 activ: 0.4	MITF primary: -4.4	TEAD-YAP inh: 7.5	FBW7 act: 0.1

SMILES: O=C(Nc1ccc(-c2cn3ccccc3n2)cc1)c1ccccc1Cl
  GPR151 activ: 2.9	MITF primary: 2.2	TEAD-YAP inh: -48.1	FBW7 act: 0.1

Next part:
SMILES | GPR151 activ | MITF primary | TEAD-YAP inh | FBW7 act
O=C1c2ccccc2-c2nn(C(=O)c3cccnc3)c3cccc1c23 | -0.3 | 15.1 | 0.5 | 0.0
COc1cc(NS(=O)(=O)c2ccc(Nc3nc(-c4sc(NC(C)=O)nc4C)cs3)cc2)nc(OC)n1 | 0.3 | -9.8 | 8.6 | -0.2
CN(CC(=O)N1CCN(c2ccccc2F)CC1)c1cc2c(cc1Cl)NC(=O)CO2 | 1.5 | -2.6 | -3.6 | 0.0
CC(=O)c1c(O)c(C(C)=O)c2oc(=O)cc(C)c2c1O | 0.6 | 9.6 | 1.9 | 0.0
O=C1CCC/C(=N/NC(=S)Nc2ccc(F)cc2F)C1 | 0.9 | 6.5 | -4.7 | -0.3
CCN1C(N)=C(C#N)C(c2ccc3oc4ccccc4c3c2)C2=C1C(=O)CCC2 (centres undefined) | -1.1 | -7.2 | -8.3 | 0.2
COc1ccc(/C=N/NC(=O)Cc2ccc(OC)c(Br)c2)cc1 | -0.2 | 9.8 | 1.9 | 0.2
O=[N+]([O-])c1cc(-c2cnc[nH]2)ccc1F | -0.9 | -1.4 | -9.8 | -0.2
CCOCCCn1c(=S)[nH]c2cc(C(=O)NCc3ccco3)ccc2c1=O | 0.0 | 7.7 | 7.8 | 0.1
CCCNC(=O)COc1ccc(S(=O)(=O)Nc2ccc(C)cc2)cc1 | 0.9 | -3.2 | -13.2 | 0.1
CSc1ccc(/C=C2/NC(=O)N(CC(=O)Nc3cccc(C)c3)C2=O)cc1 | -1.9 | 15.4 | 3.6 | 0.5
CCOC(=O)C1=CN(Cc2ccc(OC)cc2)C=C(C(=O)OCC)C1c1ccc(O)c(OC)c1 | -2.1 | 6.2 | -12.6 | 0.1
COC(=O)C1=CN(c2ccc(F)c(Cl)c2)C=C(C(=O)OC)C1c1ccc(OC)cc1 | 4.2 | -3.4 | -1.1 | 0.1
CCOC(=O)N1CCC(NS(=O)(=O)c2ccc3oc(=O)c4ncn(C)c4c3c2)CC1 | 0.0 | 9.1 | 1.1 | 0.8
OC1(CNc2nncc(-c3cccc(C(F)(F)F)c3)n2)CCCCC1 | -2.9 | -6.4 | -5.8 | -0.1
COc1cc(C(=O)Nc2c(C(N)=O)oc3ccccc23)cc(OC)c1OC | 0.5 | 22.4 | 25.6 | 1.1
CN(C(=O)COC(=O)Cc1n[nH]c(=O)c2ccccc12)C1CCS(=O)(=O)C1 (centres undefined) | 0.9 | 0.3 | 2.8 | -0.1
CC(C)NC(=O)/C(=C/c1ccc(-c2ccc(Br)cc2)o1)NC(=O)c1ccccc1 | -1.7 | 17.2 | 5.4 | 0.0
Cc1ccc(S(=O)(=O)N(CC(=O)O)C2CCCCCC2)cc1 | -0.6 | -0.8 | -2.4 | -0.1
CCNc1ncnc2sc(C)c(C)c12 | 0.4 | -10.6 | -15.5 | 0.3
Cc1cc(C2C(=O)c3ccccc3C2=O)nc2ccccc12 | 0.0 | -9.4 | 48.6* | -0.2
COc1cccc(CN2CCNC(=O)C2CC(=O)N(C)CCC2CCOCC2)c1 (centres undefined) | -0.7 | 6.7 | 9.7 | 0.1
Cc1cc(C)c(-n2c(O)c(C=NCC3(C)CC(O)CC(C)(C)C3)c(=O)[nH]c2=O)c(C)c1 (centres undefined) | 0.2 | 12.3 | 4.7 | 0.2
CSc1ccc(C2C(C#N)=C(N)N(N(C)C)C3=C2C(=O)CC(C)(C)C3)cc1 (centres undefined) | -0.4 | -12.4 | -4.5 | 0.1
CCCN(CCC)C(=O)CSc1nc2ccncc2[nH]1 | -0.6 | 5.5 | 0.8 | 0.2
CN1C(=O)Cc2cc(NS(=O)(=O)c3ccccc3)ccc21 | 0.0 | -0.6 | 2.7 | 0.0
Cc1c(C(=O)N2CCN(S(=O)(=O)c3ccccc3)CC2)oc2ccccc12 | 1.0 | 10.7 | 3.1 | 0.7
CC(C)N1CCc2c(sc(NC(=O)c3ccc(S(=O)(=O)N(C)C4CCCCC4)cc3)c2C(N)=O)C1 | -0.1 | 15.7 | -5.2 | 0.3
COc1ccc(CCNc2nc(NC3CCN(Cc4ccccc4)CC3)nc3c2ncn3CCN2CCCC2=O)cc1 | -3.2 | 18.5 | 13.3 | 0.1
Cc1cccc(C(=O)Nc2c(C)n(C)n(-c3ccccc3)c2=O)c1 | 0.0 | -6.9 | -3.1 | -0.1
Cc1nc(SCC(=O)Nc2nc(-c3ccc(Br)cc3)cs2)n[nH]1 | 0.3 | -11.0 | -38.9 | 0.0
COc1ccc(/C=C/C(=O)NNC(=O)COc2ccccc2C)cc1 | -0.8 | 18.3 | 7.0 | 0.3
CCn1cnc2sc(C(=O)Nc3ccc(C(F)(F)F)cc3)c(C)c2c1=O | -0.5 | -2.1 | 2.9 | 0.0
Cn1c2c(c(=O)n(C)c1=O)N=Nc1c(c(=O)n(C)c(=O)n1C)N=N2 | 0.4 | 5.4 | 9.1 | 0.1
CCOC(=O)N1CCN(S(=O)(=O)c2ccc(C(=O)Nc3nc(-c4ccccc4OC)cs3)cc2)CC1 | -1.5 | -1.6 | -3.9 | 0.2
O=C(CSc1ccc(-c2ccc(-n3ccnc3)cc2)nn1)NCc1ccccc1Cl | -0.4 | -11.6 | -15.3 | -0.1
CN(C)CCN(C)C(=O)c1ccc(-c2ccsc2)nc1N(C)C | 0.3 | -0.1 | -14.8 | 0.0
CC(C)CCCC(C)C1CCC2C3CC=C4CC(OC(=O)c5ccccc5)CCC4(C)C3CCC12C (centres undefined) | 1.3 | 13.1 | 5.3 | 0.0
COc1cc2c(C)cc(=O)oc2cc1Cl | 0.0 | 5.8 | 1.7 | 0.2
COC(=O)c1cc(NC(=O)CC(C)c2ccccc2)cc(C(=O)OC)c1 (centres undefined) | -1.0 | 2.5 | -2.5 | 0.4
CC(C)c1ccc(N(CC(=O)NC2CCCC2)C(=O)CCC(=O)Nc2ccccn2)cc1 | -0.9 | 10.1 | 5.4 | 0.3
CCOC(=O)c1cnc(SCc2nc(-c3ccccc3C)oc2C)nc1N | -0.6 | 3.0 | 10.3 | -0.2
Cc1ccc(C)c(NC(=O)CN(c2cccc(F)c2)S(C)(=O)=O)c1 | 0.9 | -10.1 | -0.9 | -0.3
CC(=O)Nc1nc(C)c(C(=O)Nc2ccc(Cl)cc2)s1 | -1.8 | 15.5 | -14.3 | 0.3
COc1cc(OC)c(OC)cc1/C=C1\N=C(c2ccco2)OC1=O | 3.0 | 7.3 | -0.5 | 0.0
CCOC(=O)C1CCN(c2c(-c3ccc(Cl)cc3)c(=O)c2=O)CC1 | -1.8 | 4.5 | 3.2 | 0.1
CCOC(=O)c1cccc(NC(=O)Cc2ccc(F)cc2)c1 | -1.6 | 4.3 | -13.9 | 0.6
CN1CCN(c2nccnc2-c2cccc(Cl)c2)CC1 | 0.3 | -3.0 | -0.5 | -0.1
O=C(Nc1nnc(-c2ccc(F)cc2)s1)c1cc(Cl)ccc1[N+](=O)[O-] | -1.3 | 12.3 | -0.2 | 0.1
O=C1OC(/C=C/c2cccc(Cl)c2Cl)=NC/1=C\c1ccc(Br)cc1 | 1.1 | 16.2 | -2.9 | 0.1
CCCOc1ccccc1C1C(C(=O)OCC)=C(C)NC2=C1C(=O)CC(c1ccc(Cl)cc1)C2 (centres undefined) | 0.3 | 2.3 | 10.1 | 0.0
CC(C)C(c1nnnn1Cc1ccc(F)cc1)N1CCN(c2ccc(O)cc2)CC1 (centres undefined) | -0.7 | -2.4 | -6.3 | -0.1
CC1(C)CC(=O)C2=C(C1)N(c1ccc(Cl)c(Cl)c1)C1=C(C(=O)CC(C)(C)C1)C2c1ccc(F)cc1 | 1.0 | -10.5 | -0.4 | -0.1
CC1(C)CC(=O)C2=C(C1)Nc1[nH]c(=O)[nH]c(=O)c1C2c1ccc2c(c1)OCO2 (centres undefined) | -1.1 | 14.9 | 15.0 | 1.2
COc1ccc(CN2CCN(Cc3ccc(C)o3)CC2CCO)cc1C (centres undefined) | -0.7 | 3.5 | 1.3 | 0.0
